NPC1 prom act – qHTS Assay for NPC1 Promoter Activators; Huh7 NPC1 promoter luciferase reporter, 24 h; Potency, µM (series often up to 9.22 µM), for inactives: top-dose activation, hits mostly activators; 320,000 tested, 2.4% active; AID 485313, 2010;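 further: % of control where 0% means no effect; nearly all actives have a fitted effect of over 60% in size; reporter is driven by a mutant NPC1 promoter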
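Huh7 cells stably carrying NPC1 promoter–luciferase, plated in Opti-MEM with 10% FBS for 2 h, were exposed to compound in DMSO for 24 h at 37 °C; luciferase reagent was added for 10 min and luminescence read.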
BRCA1 expr act – qHTS Assay to Identify Small Molecule Activators of BRCA1 Expression | Potency, µM (series often up to 46.1 µM), for inactives: at the highest dose activation, most hits filed as activators | MCF7-BRCA1-FFLuc reporter, luminescence, 48 h; response scale: scaled: vehicle 0%, 10 µM genistein 100% | 380,000 tested, 1.1% active; further: nearly all actives have a fitted effect of over 80% in size; some results filed as inactive show a strong effect at the top dose
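Reporter cells (MCF7, BRCA1 promoter-firefly luciferase) received library compounds across a concentration series for 48 h. End-point luminescence was measured and concentration-effect curves derived after normalization.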
ELG1 genotox – qHTS screen for small molecules that induce genotoxicity in human embryonic kidney (HEK293T) cells expressing luciferase-tagged ELG1 | HEK293T ELG1-luciferase reporter, luminescence, 16 h | Potency, µM (titrated, usually from 46 µM), for the others: at the highest dose activity change, positive = activation, usual class: activators | 330,000 tested, 1.3% active | AID 504466, 2011; further: % of control where 0% means no effect; nearly all actives have a fitted effect of over 60% in size
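ELG1-luciferase HEK293T cells, 2,000/well; compound pinned in; 16 hr, 37 °C, 5% CO2; ONE-Glo, 30 min RT; luminescence on CCD imager.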
p53 reactivator – qHTS assay for re-activators of p53 using a Luc reporter. H1299 p53-A138V BP100-luciferase reporter, luminescence, 24 h. Potency, µM (highest dose often 92.2 µM), for the others: top-dose activity change, positive = activation, actives largely listed as activators. 320,000 tested, 0.063% active. AID 504706, 2011; further: % of control where 0% means no effect; nearly all actives have a fitted effect of over 45% in size
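p53-null H1299 cells stably carrying temperature-sensitive p53-A138V and a BP100-luciferase reporter were pinned with compounds (4-point, 1:5 series) and held 24 hrs at 37 deg C. Luminescence was read 10 min after detection reagent.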
uPA generation – qHTS for Inhibitors of Cell Surface uPA Generation. cell surface uPA generation assay, qHTS. Potency, µM (series often up to 38.3 µM), for inactives: at the highest dose activity change, negative = inhibition, actives largely listed as inhibitors. 330,000 tested, 0.31% active. AID 540303, 2011; active means well fitted inhibition curve with a large enough effect; inconclusive means small, poorly fitted or top-dose-only effect; inactive means no such curve, though single readings can be large or run the other way; tested in mouse RAW 264.7 cells; further: on the % scale 0 is the no-effect control and ±100 the full control effect; nearly all actives have a fitted effect of over 55% in size
MBNL1-CUG inh – qHTS Assay for Inhibitors of MBNL1-poly(CUG) RNA binding. Muscleblind-like protein 1 (Homo sapiens), Q9NR56. Potency, µM (doses to about 57.5 µM), for inactives: at the top dose activity change, negative = inhibition, hits mostly inhibitors. TR-FRET MBNL1-His/biotin-(CUG)12 binding, 665/545 ratio. 280,000 tested, 0.036% active; active means well fitted inhibition curve with a large enough effect in the signal ratio, with a control signal flat, not every such curve was filed as active; inconclusive means small, poorly fitted or top-dose-only effect, or effect the other way, or a change in a side signal; inactive means no such curve, though single readings can be large or run the other way; the % refers to the signal ratio; further: on the % scale 0 is the no-effect control and ±100 the full control effect
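Compound titration spanned 92 nM–58 uM against the MBNL1-His/biotin-(CUG)12 complex. After 60 min at room temperature with 5 nM streptavidin-XL665 and 0.055 ng/ul terbium anti-His, ratiometric 665/545 nm emission (Ex 340 nm) normalized to controls.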
VP16 counter – VP16 counterscreen qHTS for inhibitors of ROR gamma transcriptional activity | Drosophila S2 Gal4-VP16 UAS-luciferase, luminescence, 20 h | Potency, µM (highest dose often 53.6 µM), without a hit: at the top dose activity, negative = inhibition, usual class: inhibitors | 310,000 tested, 3.5% active | AID 2546, 2010;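 further: Gal4-VP16 expression switched on by copper sulfate through the metallothionein promoter; on the % scale 0 is the no-effect control and ±100 the full control effect; nearly all actives have a fitted effect of over 50% in size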
Rab9 prom act – qHTS Assay for Rab9 Promoter Activators | Huh7 Rab9 promoter-luciferase reporter, luminescence, 24 h | Potency, µM (titrated, usually from 9.22 µM), without a hit: at the top dose activation, negative = inhibition, usual class: activators | 320,000 tested, 2.8% active | AID 485297, 2010; further: % of control where 0% means no effect; nearly all actives have a fitted effect of over 60% in size
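Using Huh7 cells stably transfected with Rab9 promoter–luciferase, compounds were incubated 24 h at 37 °C, 5% CO2; luciferase luminescence was read 10 min after reagent addition.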
FLuc counter – qHTS profiling assay for firefly luciferase inhibitor/activator using purifed enzyme and Km concentrations of substrates (counterscreen for miR-21 project); purified FLuc, Km substrates, luminescence inhibition; 360,000 tested, 6.9% active; Luciferin 4-monooxygenase (Photinus pyralis), P08659; Potency, µM (doses to about 57.5 µM), for inactives: top-dose activity change, negative = inhibition, hits mostly inhibitors;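 further: plate controls were vehicle for no effect and reference inhibitor for full effect; nearly all actives have a fitted effect of over 55% in size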
Target sequence (P08659 whole entry, looked up): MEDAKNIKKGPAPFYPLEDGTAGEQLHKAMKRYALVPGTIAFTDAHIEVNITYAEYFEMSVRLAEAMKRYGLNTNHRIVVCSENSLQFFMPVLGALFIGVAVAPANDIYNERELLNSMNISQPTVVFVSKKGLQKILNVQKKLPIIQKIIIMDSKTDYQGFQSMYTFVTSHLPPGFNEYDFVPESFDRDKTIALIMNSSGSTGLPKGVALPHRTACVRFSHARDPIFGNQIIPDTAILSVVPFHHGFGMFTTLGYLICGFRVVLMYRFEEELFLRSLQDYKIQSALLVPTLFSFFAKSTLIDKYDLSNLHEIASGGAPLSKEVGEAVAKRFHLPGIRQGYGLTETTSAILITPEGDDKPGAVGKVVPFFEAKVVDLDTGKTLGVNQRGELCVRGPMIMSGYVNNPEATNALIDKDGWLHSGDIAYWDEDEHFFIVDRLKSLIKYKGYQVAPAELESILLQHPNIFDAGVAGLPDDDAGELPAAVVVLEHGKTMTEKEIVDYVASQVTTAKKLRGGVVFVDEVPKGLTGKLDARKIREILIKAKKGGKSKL
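Biochemical qHTS of compounds, final roughly 60 µM downward over six points, against 10 nM purified firefly luciferase using Km concentrations of substrates (10 uM D-luciferin, 10 uM ATP) in Tris acetate pH 7.5 buffer; luminescence output.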
RORgamma inh – qHTS for inhibitors of ROR gamma transcriptional activity. Nuclear receptor ROR-gamma (Mus musculus), P51450. Drosophila S2 Gal4-RORgamma UAS-luciferase reporter, 20 h. Potency, µM (highest dose often 53.6 µM), for inactives: at the top dose activity change, negative = inhibition, actives largely listed as inhibitors. 310,000 tested, 5.4% active; further: on the % scale 0 is the no-effect control and ±100 the full control effect; nearly all actives have a fitted effect of over 60% in size
Target sequence (P51450 whole entry, looked up, the tested form may be a part): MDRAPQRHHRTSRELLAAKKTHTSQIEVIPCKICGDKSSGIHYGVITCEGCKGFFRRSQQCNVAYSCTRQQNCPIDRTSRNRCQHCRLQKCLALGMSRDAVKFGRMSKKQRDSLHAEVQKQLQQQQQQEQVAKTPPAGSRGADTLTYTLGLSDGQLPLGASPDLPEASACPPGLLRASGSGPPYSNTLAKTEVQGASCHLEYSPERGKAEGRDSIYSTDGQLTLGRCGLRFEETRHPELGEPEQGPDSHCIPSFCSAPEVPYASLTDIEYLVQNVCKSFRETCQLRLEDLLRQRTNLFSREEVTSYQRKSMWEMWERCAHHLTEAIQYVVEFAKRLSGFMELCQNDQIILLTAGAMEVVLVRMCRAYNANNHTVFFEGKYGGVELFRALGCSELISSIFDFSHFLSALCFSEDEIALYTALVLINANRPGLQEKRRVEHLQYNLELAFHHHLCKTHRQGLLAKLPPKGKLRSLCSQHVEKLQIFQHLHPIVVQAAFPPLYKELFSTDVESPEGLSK
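Luciferase reporter read in Schneider cells carrying Gal4-RORγ (mouse) and UAS-Photinus luciferase; cells given compound 1 h before 700 uM copper sulfate induction, then incubated 20 h at ambient temperature.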
Starred values were filed as active, the others as inactive; ? = inconclusive; nt = no result given; [ ] = dose if it differs, or a comment. Unless noted, the call rests on the fitted dose curve; in most records, active means well fitted curve in the direction sought with a large enough effect; inconclusive means small, poorly fitted or top-dose-only effect, or another doubt; inactive means no such curve, though single readings can be large; an effect the other way counts as inactive or inconclusive. Potency means the concentration at half of the fitted maximal effect.

Every second line gives: Rab9 prom act | VP16 counter | ELG1 genotox | RORgamma inh | NPC1 prom act | FLuc counter | p53 reactivator | uPA generation | BRCA1 expr act | MBNL1-CUG inh
> O=C(O)CSC(=S)N1CCCCC1
 : 0% | -14% | -1% | 5% | 1% | -4% | -6% | 0% | 16% | -2%
> CS(=O)(=O)N(CC(=O)Nc1ccc(Br)cc1)C1CCCCC1
 : -5% | -7% | -21% | -3% | -5% | -1% | -4% | -9% | -77% | -13%
> CCOC(=O)c1ccccc1NC(=O)C1CCN(c2ncnc3sc(C)c(C)c23)CC1
 : -6% | nt | ? | nt | -6% | 0% | 12% | 4% | -12% | nt
> Cc1ccc(NC(=O)NCc2cccnc2)cc1Cl
 : 25% | -7% | ? | 36% | 23% | ? | 7% | -6% | 87% | -19%
> CCOC(=O)C1=CC[C@@H](c2cc(OC)c(OC)c(OC)c2)N(S(=O)(=O)c2ccc(C)cc2)[C@H]1C(=O)OCC
 : nt | nt | 0% | nt | nt | nt | -3% | 14% | -14% | nt
> O=C(Nc1nc2ccc(Cl)cc2s1)c1cccc(N2C(=O)CCC2=O)c1
 : ? | nt | ? | nt | 15% | 1.3µM* | ? | -1% | -14% | nt
> Cc1onc(-c2c(Cl)cccc2Cl)c1C(=O)Nc1ccc2c(c1)OCO2
 : -6% | 6% | -1% | -6% | -1% | -1% | 4% | 8% | -7% | 9%
> O=C(Nc1ccccc1C(=O)N1CCCC1)c1ccc(Cl)c([N+](=O)[O-])c1
 : 0% | -6% | -1% | -26% | 3% | 1% | -5% | 1% | -72% | ?
> COC(=O)NC(=S)N1CCOCC1
 : -1% | -2% | 1% | -7% | -1% | -2% | 1% | 5% | 23% | 8%
> CC(OC(=O)c1cccc(-n2cnnn2)c1)C(=O)Nc1ccc(F)cc1 (stereo unspecified)
 : -3% | 7% | -9% | 1% | 1% | -2% | -8% | -8% | 7% | 2%
> COc1ccc(-c2noc(CN3CCN(c4ccccc4)CC3)n2)cc1
 : -4% | 2% | -8% | -38% | 0% | 3% | -1% | 6% | -5% | -5%
> CC(C)Cn1cc(C(=O)NC2CCN(Cc3ccccc3)CC2)c2c3ccccc3n(C)c2c1=O
 : -6% | -1% | 2% | -5% | -1% | -1% | -6% | nt | nt | 13%
> CCCc1nc(SCC(=O)N2CCCC2)c2c(=O)n(C)c(=O)n(C)c2n1
 : -1% | 7% | -9% | -7% | 1% | 0% | 3% | -5% | -10% | 0%
> COc1ccc(-c2sc3ccc(N4CCOCC4)cc3c2C#CC(C)(C)O)cc1
 : -7% | nt | -3% | nt | -2% | 2% | 10% | -11% | -40% | nt
> CCn1c(SCC(=O)Nc2cc(S(=O)(=O)N3CCOCC3)ccc2OC)nnc1-c1ccncc1
 : -6% | 3% | 0% | -13% | 1% | 1% | -4% | 8% | 1% | -1%
> O=C(CSc1nc(SCC(=O)NCc2ccccc2)n(-c2ccccc2)n1)NCc1ccccc1
 : -4% | -4% | 0% | -10% | -1% | 2% | -7% | nt | -27% | -2%
> COc1ccc(-c2ncncc2-c2ccc(OC)c(OC)c2)c(O)c1
 : 10% | -8% | 2% | -5% | 9% | -20% | 4% | -5% | 31% | 0%
> Cc1cccn2c(=O)nc(SCC(=O)c3ccccc3)nc12
 : 18% | nt | 21µM* | nt | 17% | -2% | 12% | 1% | 43% | nt
> O=C(Cc1ccc(Cl)cc1)NNC(=O)Nc1cccc2ccccc12
 : 4% | -8% | -2% | 19% | -2% | 9% | -5% | -5% | -22% | 9%
> O=C(NCc1cccnc1)Nc1ccc(Cl)c(Cl)c1
 : ? | -14% | 11% | ? | 18% | ? | 10% | 0% | 56% | ?
> Cc1ccc(S(=O)(=O)N2CCCCC2)cc1NC(=O)CN1C(=O)c2ccccc2S1(=O)=O
 : nt | nt | 1% | nt | nt | nt | 2% | -5% | 2% | nt
> O=C(Nc1nnc(S(=O)(=O)N2CCOCC2)s1)c1cccc(Br)c1
 : 9% | -10% | -2% | ? | 19% | ? | ? | 4% | 0% | 16%
> Cn1c(=O)n(C)c2cc([N+](=O)[O-])c(N3CCN(C(=O)c4cccc(F)c4)CC3)cc21
 : -14% | -18% | -10% | 18% | -15% | 4% | -2% | -12% | -38% | ?
> O=C(CN1C(=O)c2ccccc2S1(=O)=O)Nc1cccc(S(=O)(=O)N2CCCCC2)c1
 : nt | nt | -3% | nt | nt | nt | 25% | -2% | -7% | nt
> COc1ccc(NC(=O)CSc2nnc(NC(=O)C3CC3)s2)cc1OC
 : 7% | 0% | 7% | -1% | 6% | -17% | -5% | 4% | -15% | -1%
> NC(=O)c1ccc(=O)n(Cc2ccc(F)c(F)c2)c1
 : 0% | -4% | 0% | -1% | -1% | 0% | -1% | 7% | -20% | -2%
> Cc1cccc(NC(=O)C2CCN(S(=O)(=O)c3ccc(Cl)cc3)CC2)n1
 : -7% | nt | -4% | nt | -2% | 7% | -2% | -2% | -32% | nt
> CCn1c(C)[n+](CC)c2ccc(S(=O)(=O)NC)cc21
 : -1% | 5% | 0% | -14% | -2% | -1% | 17% | -1% | -8% | -1%
> COc1ccc(OC)c(-c2nn(-c3ccccc3)cc2C(=O)N2CCc3ccccc3C2)c1
 : 1% | nt | 0% | nt | -2% | 2% | -1% | 11% | -40% | nt
> O=C(NNC(=O)c1ccc(S(=O)(=O)N2CCCC2)cc1)c1ccc(Br)cc1
 : -5% | nt | 4% | nt | -7% | 1% | 0% | -7% | -11% | nt

Entries listed so far containing a nitro group on carbon, in the order listed:
Every second line gives: Rab9 prom act | VP16 counter | ELG1 genotox | RORgamma inh | NPC1 prom act | FLuc counter | p53 reactivator | uPA generation | BRCA1 expr act | MBNL1-CUG inh
> O=C(Nc1ccccc1C(=O)N1CCCC1)c1ccc(Cl)c([N+](=O)[O-])c1
 : 0% | -6% | -1% | -26% | 3% | 1% | -5% | 1% | -72% | ?
> Cn1c(=O)n(C)c2cc([N+](=O)[O-])c(N3CCN(C(=O)c4cccc(F)c4)CC3)cc21
 : -14% | -18% | -10% | 18% | -15% | 4% | -2% | -12% | -38% | ?

(more compounds)
Every second line gives: Rab9 prom act | VP16 counter | ELG1 genotox | RORgamma inh | NPC1 prom act | FLuc counter | p53 reactivator | uPA generation | BRCA1 expr act | MBNL1-CUG inh
> CCOC(=O)CN(C(=O)CSc1nnc2c(n1)[nH]c1ccc(OC)cc12)c1ccc(F)cc1
 : 2% | -1% | -16% | -9%[10 µM] | 3% | ? | -2% | -3% | -46% | ?
> CN(C)C(=O)CCc1ccc2c3c([nH]c2c1)[C@]1(C)[C@@H](C(=O)N2CCOCC2)C[C@H](CC(=O)NCCC2=CCCCC2)C(=O)N1CC3
 : nt | nt | 11% | nt | nt | nt | -2% | 3% | -2% | nt
> CN(C(=O)COC(=O)c1cc2c(s1)CCCCC2)C1CCS(=O)(=O)C1 (stereo unspecified)
 : 6% | 7% | 4% | 20% | -1% | ? | -3% | 1% | -12% | 2%
> COc1cc2cc(CN(Cc3nnnn3C3CCCC3)C3CCCC3)c(=O)[nH]c2cc1OC
 : 15% | 3% | 4% | 0% | 5% | -4% | -7% | nt | nt | -5%
> CN1CCC(N(CCc2ccccc2)C(=O)CCC(=O)O)CC1
 : 5% | 5% | 0% | -17% | 1% | -3% | 3% | -2% | -24% | 0%
> CC1CCCC(C)N1CC(O)Cn1c2ccccc2c2ccccc21 (stereo unspecified)
 : 3% | 0% | -15% | 1% | -2% | 2% | -102%[inhibitor] | -20% | 0% | -6%
> Cc1ccc(C)c(N2CCN(C(=O)Cc3c(C(=O)O)[nH]c4ccc(Cl)cc34)CC2)c1
 : 2% | -9% | -1% | 0% | -8% | -1% | -3% | -19% | -17% | 6%
> CCOC(=O)c1sc2nc(CC(=O)OC)nc(NCCN(CC)CC)c2c1C
 : 1% | 0% | 1% | 2% | -1% | 0% | -4% | -4% | -33% | 8%
> Cc1ccc(NC(=O)CCS(=O)(=O)c2cccc3nonc23)cc1
 : 13% | 2% | 0% | -38% | 1% | -7% | 1% | 4% | -7% | ?
> CCOC(=O)c1ccccc1NC(=O)C1COc2ccccc2O1 (stereo unspecified)
 : -14% | 4% | 6% | 40% | 6% | -10% | 19% | 5% | 14% | 4%

Exported bar-delimited: entries from further up
SMILES | Rab9 prom act | VP16 counter | ELG1 genotox | RORgamma inh | NPC1 prom act | FLuc counter | p53 reactivator | uPA generation | BRCA1 expr act | MBNL1-CUG inh
CN(C)C(=O)CCc1ccc2c3c([nH]c2c1)[C@]1(C)[C@@H](C(=O)N2CCOCC2)C[C@H](CC(=O)NCCC2=CCCCC2)C(=O)N1CC3 | nt | nt | 11% | nt | nt | nt | -2% | 3% | -2% | nt
CN(C(=O)COC(=O)c1cc2c(s1)CCCCC2)C1CCS(=O)(=O)C1 (stereo unspecified) | 6% | 7% | 4% | 20% | -1% | ? | -3% | 1% | -12% | 2%
COc1cc2cc(CN(Cc3nnnn3C3CCCC3)C3CCCC3)c(=O)[nH]c2cc1OC | 15% | 3% | 4% | 0% | 5% | -4% | -7% | nt | nt | -5%
